Screening results from PubChem.
PHOSPHO1 block: blocks human PHOSPHO1 phosphatase activity; inhibition, % at 13.3 µM; hit rate 1.1% among 290,000; recombinant PHOSPHO1, absorbance phosphatase assay; Q8TCT1; in the data active means inhibition above about 60%
Target sequence (Q8TCT1 whole entry, looked up): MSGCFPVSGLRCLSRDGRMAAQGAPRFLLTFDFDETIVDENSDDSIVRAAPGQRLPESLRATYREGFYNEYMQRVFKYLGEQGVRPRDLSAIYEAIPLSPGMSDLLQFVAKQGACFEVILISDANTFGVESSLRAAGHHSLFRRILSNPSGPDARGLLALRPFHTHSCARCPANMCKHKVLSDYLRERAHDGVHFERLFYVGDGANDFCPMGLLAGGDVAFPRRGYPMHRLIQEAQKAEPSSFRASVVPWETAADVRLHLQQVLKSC
MEKK2 mut-MEK5: signal of MEK5 binding to mutant human MEKK2 PB1 domain; bead flow cytometry, Alexa488-MEK5 binding to MEKK2 mutant; percent response, % at 10 µM; hit rate 0.35% among 290,000; AID 1530; in the data active means percent response above about 24%, passing the limit was not always enough; further: inactives centre near 1; some results filed as inactive read as strong as hits; reference of the scale not given here
FID counter: displaces DNA intercalator in HCV helicase counter-screen. DNA fluorescent intercalator displacement, fluorescence. inhibition, % at 7.9 µM. hit rate 0.17% among 290,000. AID 1845; in the data active means inhibition above about 37%;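 further: 0% = vehicle and 100% = reference compound; higher means more ethidium bromide displaced from hairpin DNA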
OXTR agonist: activates the human oxytocin receptor | P30559 | CHO-OTR cells, Fluo-8 calcium fluorescence; normalized: DMSO 0%, oxytocin 100% | activation, % at 3 µM | hit rate 0.32% among 320,000;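 active means activation above the mean of all tested compounds plus 3 SD, cutoff set per screening run, cut at about 20% in these data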;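 further: peak over basal fluorescence ratio from a 100 s FLIPR kinetic read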
Target sequence (P30559 whole entry, looked up): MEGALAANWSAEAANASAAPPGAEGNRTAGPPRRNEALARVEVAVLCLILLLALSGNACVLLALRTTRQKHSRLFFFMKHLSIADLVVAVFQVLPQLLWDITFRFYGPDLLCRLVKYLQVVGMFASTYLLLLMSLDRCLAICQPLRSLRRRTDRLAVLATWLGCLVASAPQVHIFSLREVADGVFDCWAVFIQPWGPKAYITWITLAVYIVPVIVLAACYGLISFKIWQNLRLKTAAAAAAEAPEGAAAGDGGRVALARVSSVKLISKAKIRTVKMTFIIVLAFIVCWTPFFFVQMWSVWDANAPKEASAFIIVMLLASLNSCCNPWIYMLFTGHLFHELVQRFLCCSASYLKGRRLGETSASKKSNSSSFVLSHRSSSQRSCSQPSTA
PfM18AAP inh: PfM18AAP enzyme inhibition | recombinant PfM18AAP, H-Glu-NHMec fluorogenic cleavage | inhibition, % at 7.35 µM | hit rate 1.2% among 290,000;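 active means inhibition above the campaign mean inhibition over all tested compounds plus 3 SD, cut at about 28% in these data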;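 further: 0% = plate median of test compound wells and 100% = 2 mM ZnCl2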
GPR7 antagonist: human neuropeptides B/W receptor 1 antagonism. P48145. GPR7-expressing cells, fluorescence antagonist assay. inhibition, % at 4.4 µM. hit rate 1.1% among 290,000. AID 1861; in the data active means inhibition above about 16%, passing the limit was not always enough;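 further: cells stimulated with the agonist NPW; 0% = agonist with vehicle and 100% = vehicle without agonist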
Target sequence (P48145 whole entry, looked up): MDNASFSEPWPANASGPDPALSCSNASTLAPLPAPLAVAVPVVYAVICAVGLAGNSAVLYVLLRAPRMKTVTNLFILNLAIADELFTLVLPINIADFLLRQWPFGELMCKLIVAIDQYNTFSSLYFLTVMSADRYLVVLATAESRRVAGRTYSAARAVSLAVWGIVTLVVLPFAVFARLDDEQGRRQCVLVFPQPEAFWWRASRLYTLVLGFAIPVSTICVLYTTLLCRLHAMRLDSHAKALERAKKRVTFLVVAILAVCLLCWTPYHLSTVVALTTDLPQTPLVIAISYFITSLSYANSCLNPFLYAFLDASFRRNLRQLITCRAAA
MEKK3 PB1 HTS: MEKK3-MEK5 PB1 interaction, increase or decrease; Q99759; bead-based flow cytometry, Alexa488-MEK5 binding to MEKK3; actives lie on both sides; 0 = blocked by unlabeled MEK5, 100 = vehicle; binding response (% of control), % at 10 µM; hit rate 1.4% among 290,000;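 active means binding response more than 3 SD above or below the average of its plate-row segment, actives on both sides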;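 further: Alexa488 bead fluorescence after subtracting the streptavidin-only scavenger bead signal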
NALP1 inh: blocks the NALP1 inflammasome reconstituted in yeast; S. cerevisiae NALP1/ASC/caspase-1 growth, X-gal OD620, 72 h; inhibition, % at 10 µM; hit rate 0.61% among 280,000; in the data active means inhibition mostly above about 24%, no sharp cut-off; inactive means mostly below about 32%; further: some compounds called inactive have numbers as strong as hits
MEKK2 WT-MEK5: raises or lowers MEK5 binding to wildtype human MEKK2 PB1 domain. AID 1531. hit rate 1.1% among 290,000. binding response (% of control), % at 10 µM. Q9Y2U5. bead flow cytometry, Alexa488-MEK5 binding to MEKK2 WT; actives lie on both sides; in the data active means binding response below about 67% or above about 130%
The depositor's hits bear a star; . = no result given; [ ] = remark or other dose.

SMILES | PHOSPHO1 block | MEKK2 mut-MEK5 | FID counter | OXTR agonist | PfM18AAP inh | GPR7 antagonist | MEKK3 PB1 HTS | NALP1 inh | MEKK2 WT-MEK5
CC(C)(C)c1ccc(C(=O)Nc2ccc(NC(=O)c3ccco3)cc2)cc1 | 37 | -4 | -5 | -1.0 | -2 | -1 | 93 | 2 | 96
O=C(/C=C/c1ccc(O)c([N+](=O)[O-])c1)c1ccc2ccccc2c1 | 32 | -8 | -10 | 6.2 | 1 | -17 | 97 | 11 | 87
CCOC(=O)C1=C(c2cccc(F)c2)NC(=S)NC1C (stereo unspecified) | 14 | . | -5 | -1.3 | -3 | 0 | . | -3 | .
COC(=O)c1c(NC(=O)c2ccc(OC(C)C)cc2)sc2c1CC(C)(C)NC2(C)C | 8 | 46 | 19 | -1.3 | -8 | 6 | 104 | 16 | 173*
Cc1ccc(S(=O)(=O)N2CCCCC2)cc1C(=O)NCCCN1CCOCC1 | 15 | 9 | -3 | -0.1 | -2 | -6 | 103 | 3 | 106
CCOC(=O)c1ccc(NC(=O)N2CCN(c3ccccn3)CC2)cc1 | -4 | 1 | -21 | 1.7 | -5 | -7 | 108 | 6 | 103
COc1cc(N=Nc2c(O)c3ccccc3[nH]c2=O)c(OC)cc1N=Nc1ccccc1 | 29 | -14 | -4 | -0.6 | -8 | -13 | 88 | 21 | 85
CCc1nc(SCc2ccc(OC)cc2)n[nH]1 | . | 4 | -3 | 0.6 | -11 | -3 | 104 | 20 | 108
Cc1cc2nc(CCN(Cc3cccnc3)C(=S)Nc3ccccc3)[nH]c2cc1C | 92* | 1 | -3 | -0.6 | 0 | -12 | 105 | 10 | 104
CCSc1nc2ccccc2n1C(=O)/C=C/c1ccc(OC)c(OC)c1 | 11 | -1 | -9 | -1.6 | -2 | -2 | 95 | 34 | 99
N#C/C(=C\c1ccncc1)C(N)=O | -26 | 1 | -4 | 0.2 | -4 | -19 | 99 | -2 | 98
CCC(C(=O)OCC(=O)Nc1cc(OC)ccc1OC)c1ccccc1 (stereo unspecified) | 11 | . | -27 | -2.4 | 4 | 3 | . | -22 | .
CCc1ccccc1NC(=O)NNS(=O)(=O)c1cc(C)ccc1C | 29 | 7 | -20 | -0.8 | 9 | 1 | 101 | -4 | 103
O=C(Nc1ccc(N2CCCC2)cc1)c1ccccc1[N+](=O)[O-] | 3 | 9 | -1 | 0.1 | 14 | -9 | 106 | -7 | 106
COc1ccc(-c2cc(C(F)F)n3ncc(C(=O)N4CCN5CCCC5C4)c3n2)cc1 (stereo unspecified) | -2 | 8 | -3 | -1.8 | 3 | -11 | 103 | 14 | 110
O=C(CSc1nnc(CNC(=O)c2c(F)cccc2Cl)o1)NCc1ccc(F)cc1 | 28 | 2 | -16 | 0.0 | 2 | -8 | 101 | 0 | 99
C=CCSc1nccc(-c2cc(Cl)sc2Cl)n1 | 7 | 10 | 3 | -1.7 | 2 | -5 | 107 | -1 | 106
OC(CNCC1COc2ccccc2O1)COc1ccc(Cl)cc1 (stereo unspecified) | 44 | 2 | 21 | 5.4 | -12 | -8 | 103 | 22 | 114
CCOC(=O)/C=C(\C)N1N=C(c2ccccc2)CC1c1ccccc1 (stereo unspecified) | 30 | -6 | -11 | -1.6 | 6 | -21 | 97 | 9 | 87
CCSc1nnc(NC(=O)CCc2ccccc2)s1 | 9 | 3 | 4 | -0.4 | 1 | -16 | 106 | 8 | 101

Five of the compounds above, with values under each structure.
The line under a structure holds: PHOSPHO1 block, MEKK2 mut-MEK5, FID counter, OXTR agonist, PfM18AAP inh, GPR7 antagonist, MEKK3 PB1 HTS, NALP1 inh, MEKK2 WT-MEK5
CCc1ccccc1NC(=O)NNS(=O)(=O)c1cc(C)ccc1C
    29, 7, -20, -0.8, 9, 1, 101, -4, 103
O=C(Nc1ccc(N2CCCC2)cc1)c1ccccc1[N+](=O)[O-]
    3, 9, -1, 0.1, 14, -9, 106, -7, 106
COc1ccc(-c2cc(C(F)F)n3ncc(C(=O)N4CCN5CCCC5C4)c3n2)cc1 (stereo unspecified)
    -2, 8, -3, -1.8, 3, -11, 103, 14, 110
O=C(CSc1nnc(CNC(=O)c2c(F)cccc2Cl)o1)NCc1ccc(F)cc1
    28, 2, -16, 0.0, 2, -8, 101, 0, 99
C=CCSc1nccc(-c2cc(Cl)sc2Cl)n1
    7, 10, 3, -1.7, 2, -5, 107, -1, 106

Additional records.
SMILES | PHOSPHO1 block | MEKK2 mut-MEK5 | FID counter | OXTR agonist | PfM18AAP inh | GPR7 antagonist | MEKK3 PB1 HTS | NALP1 inh | MEKK2 WT-MEK5
COc1ccc(O)c(/C=N/NC(=S)Nc2cccc(S(=O)(=O)N(C)C)c2)c1 | 18 | -2 | -12 | 11 | 26 | -2 | 100 | -3 | 98
C/C(=N\NC(=O)CCc1ccccc1)C1C(=O)c2ccccc2C1=O | 8 | 1 | 2 | -2.6 | 10 | -10 | 108 | 7 | 98
Cc1ccc(-n2c(Cc3cccn3C)nnc2SCC(=O)Nc2cc(C)on2)cc1 | 28 | 3 | -33 | 0.1 | -2 | -18 | 95 | -10 | 100
O=C(OCC1OC2OC3(CCCCC3)OC2C2OC3(CCCCC3)OC12)c1ccccc1 (stereo unspecified) | 3 | 1 | -3 | 0.1 | -4 | -5 | 92 | 18 | 102
COc1ccc(/C=N/n2cnn(Cc3ccccc3Cl)c2=S)cc1OC | -94 | -6 | 2 | 2.7 | 9 | -13 | 81 | -8 | 93
O=C1OCC2=C1C(c1ccc(F)cc1)CC(=O)N2c1ccc(F)cc1 (stereo unspecified) | 32 | 2 | -6 | 1.9 | 3 | -13 | 106 | -4 | 97
O=c1cnn(Cc2ccc(F)cc2)c2ccccc12 | 45 | 0 | -8 | -0.3 | 2 | -1 | 102 | 2 | 103
C=CCn1c(SCC(=O)c2ccc(O)c(O)c2)nnc1-c1ccccc1OC | 49 | -24 | -28 | -1.2 | 49* | 1 | 73 | 17 | 79
O=C(Nc1cc(C(F)(F)F)ccc1-n1cncn1)c1ccc(Br)cc1 | 38 | 1 | -10 | -2.3 | 5 | -12 | 98 | 2 | 97
Cc1cc(C(=O)COC(=O)[C@H](C)NC(=O)c2ccco2)c(C)n1Cc1ccco1 | 28 | -2 | -19 | 0.6 | -9 | 2 | 105 | 10 | 102
CC(C)c1ccc2c(c1)[C@H]1OCC[C@H]1[C@@H](c1cccs1)N2 | 2 | -2 | -7 | -1.7 | 8 | -2 | 98 | 19 | 99
O=C(COc1c(F)c(F)cc(F)c1F)NC(=O)NC1CCCC1 | -4 | -8 | -11 | -1.8 | -1 | -6 | 56*[inhibitor] | 6 | 60
Cc1ccc2c(CC(=O)N3CCc4ccccc43)coc2c1 | -19 | 3 | -11 | -1.5 | 2 | -6 | 105 | 8 | 102
O=C(NNC(=O)C1CC=CCC1)c1ccccc1Br (stereo unspecified) | 41 | 10 | -4 | -0.2 | 6 | -15 | 105 | 1 | 107
CC(=O)Nc1ccc(-c2nnc(SCc3c(C)cc(C)cc3C)n2C)cc1 | 24 | -1 | -58 | 0.7 | 3 | 4 | 104 | 32 | 102
COC(=O)C(=C/C(C)=C/c1cccs1)C(=O)OC | 12 | -5 | -5 | -2.3 | 8 | 12 | 98 | 1 | 94
COc1ccc(S(=O)(=O)N(C)C)cc1NC(=O)[C@H](Cc1ccccc1)N1C(=O)c2ccccc2C1=O | -9 | 8 | -7 | -0.2 | -1 | 2 | 100 | 26 | 105
C/C(=C1/SC(=S)N(CCC(=O)O)C1=O)c1ccc(O)cc1 | 10 | 8 | -3 | 2.1 | 3 | -12 | 98 | -4 | 99
CSc1nnc(N2C(=O)C(O)=C(C(=O)c3ccco3)C2c2ccccc2)s1 (stereo unspecified) | 40 | 1 | -27 | 4.4 | 13 | -10 | 103 | -1 | 98
O=C(NCCS(=O)(=O)N1CCN(c2ccccc2F)CC1)c1ccc(Br)o1 | 53 | 6 | -37 | 2.9 | 1 | -5 | 104 | 0 | 105
CN1CCN(CCCNC(=O)CN2C(=O)COc3ccccc32)CC1 | 37 | -7 | -2 | -0.3 | -2 | -11 | 99 | 4 | 97
CC(C)c1ccc(N2C(=O)CSC23C(=O)N2CCCc4cccc3c42)cc1 (stereo unspecified) | 0 | 2 | -16 | -1.4 | -4 | -2 | 101 | -3 | 98
CCc1ccccc1NC(=O)C1CCN(C(=O)c2cccs2)CC1 | -21 | 4 | -11 | 0.8 | -2 | 18 | 99 | 7 | 94
CC(C)(C)OC(=O)NCCCC1=CC2=CC(=O)C(C)(OC(=O)c3ccc(Cl)nc3)C(=O)C2=CO1 (stereo unspecified) | . | 1 | . | 2.3 | . | . | 97 | . | 92
O=C(c1c(F)cccc1F)N1CCCC(c2nc(-c3ccc(Cl)cc3)no2)C1 (stereo unspecified) | 27 | 7 | -35 | 0.8 | 1 | -18 | 106 | 17 | 108
Clc1ccc(-c2nc(-c3cnccn3)no2)cc1 | 23 | 8 | -3 | 0.6 | 3 | -12 | 108 | . | 103
COc1ccc(-c2nnc(SCC(=O)Nc3cc(F)ccc3C)o2)cc1 | 7 | -3 | -4 | 1.1 | 6 | 15 | 95 | 27 | 93
O=C(CC(SCCO)c1ccc([N+](=O)[O-])cc1)c1ccco1 (stereo unspecified) | 26 | -1 | -2 | -0.2 | 8 | 11 | 102 | 20 | 100
CC(=O)c1nnn(-c2ccccc2C#N)c1C | 25 | 6 | -6 | -0.1 | -14 | -18 | 102 | 11 | 103
O=C(CNC(=O)c1nc[nH]c1C(=O)N1CCN(c2ccccc2)CC1)OCc1ccccc1 | -24 | 3 | -43 | -0.7 | 5 | 2 | 102 | 2 | 105
O=C(Nc1ccc2nc3n(c(=O)c2c1)CCCCC3)c1cc([N+](=O)[O-])ccc1F | 5 | -3 | 2 | -1.0 | -1 | 7 | 98 | 27 | 97
COc1ccc(C(=O)N2CCN(c3ccccn3)CC2)cc1 | 15 | 5 | -9 | 1.7 | 3 | -6 | 102 | 6 | 103
CC[C@@]12C(=O)N(c3cccc(F)c3)C(=O)N1[C@H](c1cccc(C)c1)[C@@H]1C(=O)N(Cc3ccccc3)C(=O)[C@@H]12 | -2 | -9 | -39 | 1.0 | -3 | -2 | 95 | 26 | 89
CCc1ccc(S(=O)(=O)NC(=S)Nc2ccccc2)cc1 | 35 | 3 | -2 | -0.7 | 5 | -18 | 101 | -1 | 103
CN(C)c1cccc(C(=O)NCc2ccc(Cl)cc2)c1 | 8 | . | -6 | -0.9 | 2 | -8 | . | 16 | .
O=C(C(O)c1ccccc1)N1N=C(c2ccccc2)CC1(O)C(F)(F)F (stereo unspecified) | 24 | 0 | -20 | . | -1 | -2 | 103 | -17 | 105
c1cncc(-c2cn(C[C@H]3CC[C@@H]([C@@H]4CC[C@H](Cn5cc(-c6cccnc6)nn5)O4)O3)nn2)c1 | -2 | 9 | -18 | 0.6 | 24 | -11 | 106 | -4 | 109
CC(=O)NC(CCS(C)(=O)=O)C(=O)Nc1c(F)cccc1F (stereo unspecified) | 54 | . | 0 | 0.5 | 3 | -11 | . | 21 | .
C=CCOc1ccc(/C=C/C(=O)OCC(=O)NC2CCCCCC2)cc1 | . | 5 | -19 | 0.2 | 1 | -9 | 99 | 3 | 106
COc1ccc(/C=N/Nc2nc3ccccc3[nH]2)cc1OC | -4 | 0 | 10 | -0.9 | -5 | -9 | 103 | -11 | 110
COc1cccc2oc3ccc(C#Cc4ccccn4)cc3c(=O)c12 | -2 | 1 | -43 | -1.9 | 13 | -12 | 104 | 27 | 104
CC(C)CCNC(=O)C1CCC(CNS(=O)(=O)c2ccc(Cl)cc2)CC1 (stereo unspecified) | 11 | -7 | -45 | . | -16 | 12 | 101 | 22 | 102
C#CCOC(=O)C[N+](C)(C)CC#Cc1ccccc1 | 1 | 3 | 2 | 0.7 | -1 | -14 | 102 | 7 | 123

Not a hit list; about 6.2% have a hit in one of these screens.
